Pf apPOL inh: Pf-apPOL DNA polymerase inhibition; Recombinant Pf-apPOL, molecular beacon fluorescence, 1.5 h; inhibition, % at 10 µM; 210,000 tested, 0.25% active; AID 1794808
mHTT CaM bind: inhibitors of human mutant huntingtin-calmodulin interaction. 190,000 tested, 3.6% active. AID 1671202. inhibition, % at 15 µM. AlphaScreen His-mHTT/GST-CaM binding, luminescence;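 further: 0% = both proteins with DMSO and 100% = one protein alone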
Target sequence (P42858 whole entry, looked up, stated change not applied): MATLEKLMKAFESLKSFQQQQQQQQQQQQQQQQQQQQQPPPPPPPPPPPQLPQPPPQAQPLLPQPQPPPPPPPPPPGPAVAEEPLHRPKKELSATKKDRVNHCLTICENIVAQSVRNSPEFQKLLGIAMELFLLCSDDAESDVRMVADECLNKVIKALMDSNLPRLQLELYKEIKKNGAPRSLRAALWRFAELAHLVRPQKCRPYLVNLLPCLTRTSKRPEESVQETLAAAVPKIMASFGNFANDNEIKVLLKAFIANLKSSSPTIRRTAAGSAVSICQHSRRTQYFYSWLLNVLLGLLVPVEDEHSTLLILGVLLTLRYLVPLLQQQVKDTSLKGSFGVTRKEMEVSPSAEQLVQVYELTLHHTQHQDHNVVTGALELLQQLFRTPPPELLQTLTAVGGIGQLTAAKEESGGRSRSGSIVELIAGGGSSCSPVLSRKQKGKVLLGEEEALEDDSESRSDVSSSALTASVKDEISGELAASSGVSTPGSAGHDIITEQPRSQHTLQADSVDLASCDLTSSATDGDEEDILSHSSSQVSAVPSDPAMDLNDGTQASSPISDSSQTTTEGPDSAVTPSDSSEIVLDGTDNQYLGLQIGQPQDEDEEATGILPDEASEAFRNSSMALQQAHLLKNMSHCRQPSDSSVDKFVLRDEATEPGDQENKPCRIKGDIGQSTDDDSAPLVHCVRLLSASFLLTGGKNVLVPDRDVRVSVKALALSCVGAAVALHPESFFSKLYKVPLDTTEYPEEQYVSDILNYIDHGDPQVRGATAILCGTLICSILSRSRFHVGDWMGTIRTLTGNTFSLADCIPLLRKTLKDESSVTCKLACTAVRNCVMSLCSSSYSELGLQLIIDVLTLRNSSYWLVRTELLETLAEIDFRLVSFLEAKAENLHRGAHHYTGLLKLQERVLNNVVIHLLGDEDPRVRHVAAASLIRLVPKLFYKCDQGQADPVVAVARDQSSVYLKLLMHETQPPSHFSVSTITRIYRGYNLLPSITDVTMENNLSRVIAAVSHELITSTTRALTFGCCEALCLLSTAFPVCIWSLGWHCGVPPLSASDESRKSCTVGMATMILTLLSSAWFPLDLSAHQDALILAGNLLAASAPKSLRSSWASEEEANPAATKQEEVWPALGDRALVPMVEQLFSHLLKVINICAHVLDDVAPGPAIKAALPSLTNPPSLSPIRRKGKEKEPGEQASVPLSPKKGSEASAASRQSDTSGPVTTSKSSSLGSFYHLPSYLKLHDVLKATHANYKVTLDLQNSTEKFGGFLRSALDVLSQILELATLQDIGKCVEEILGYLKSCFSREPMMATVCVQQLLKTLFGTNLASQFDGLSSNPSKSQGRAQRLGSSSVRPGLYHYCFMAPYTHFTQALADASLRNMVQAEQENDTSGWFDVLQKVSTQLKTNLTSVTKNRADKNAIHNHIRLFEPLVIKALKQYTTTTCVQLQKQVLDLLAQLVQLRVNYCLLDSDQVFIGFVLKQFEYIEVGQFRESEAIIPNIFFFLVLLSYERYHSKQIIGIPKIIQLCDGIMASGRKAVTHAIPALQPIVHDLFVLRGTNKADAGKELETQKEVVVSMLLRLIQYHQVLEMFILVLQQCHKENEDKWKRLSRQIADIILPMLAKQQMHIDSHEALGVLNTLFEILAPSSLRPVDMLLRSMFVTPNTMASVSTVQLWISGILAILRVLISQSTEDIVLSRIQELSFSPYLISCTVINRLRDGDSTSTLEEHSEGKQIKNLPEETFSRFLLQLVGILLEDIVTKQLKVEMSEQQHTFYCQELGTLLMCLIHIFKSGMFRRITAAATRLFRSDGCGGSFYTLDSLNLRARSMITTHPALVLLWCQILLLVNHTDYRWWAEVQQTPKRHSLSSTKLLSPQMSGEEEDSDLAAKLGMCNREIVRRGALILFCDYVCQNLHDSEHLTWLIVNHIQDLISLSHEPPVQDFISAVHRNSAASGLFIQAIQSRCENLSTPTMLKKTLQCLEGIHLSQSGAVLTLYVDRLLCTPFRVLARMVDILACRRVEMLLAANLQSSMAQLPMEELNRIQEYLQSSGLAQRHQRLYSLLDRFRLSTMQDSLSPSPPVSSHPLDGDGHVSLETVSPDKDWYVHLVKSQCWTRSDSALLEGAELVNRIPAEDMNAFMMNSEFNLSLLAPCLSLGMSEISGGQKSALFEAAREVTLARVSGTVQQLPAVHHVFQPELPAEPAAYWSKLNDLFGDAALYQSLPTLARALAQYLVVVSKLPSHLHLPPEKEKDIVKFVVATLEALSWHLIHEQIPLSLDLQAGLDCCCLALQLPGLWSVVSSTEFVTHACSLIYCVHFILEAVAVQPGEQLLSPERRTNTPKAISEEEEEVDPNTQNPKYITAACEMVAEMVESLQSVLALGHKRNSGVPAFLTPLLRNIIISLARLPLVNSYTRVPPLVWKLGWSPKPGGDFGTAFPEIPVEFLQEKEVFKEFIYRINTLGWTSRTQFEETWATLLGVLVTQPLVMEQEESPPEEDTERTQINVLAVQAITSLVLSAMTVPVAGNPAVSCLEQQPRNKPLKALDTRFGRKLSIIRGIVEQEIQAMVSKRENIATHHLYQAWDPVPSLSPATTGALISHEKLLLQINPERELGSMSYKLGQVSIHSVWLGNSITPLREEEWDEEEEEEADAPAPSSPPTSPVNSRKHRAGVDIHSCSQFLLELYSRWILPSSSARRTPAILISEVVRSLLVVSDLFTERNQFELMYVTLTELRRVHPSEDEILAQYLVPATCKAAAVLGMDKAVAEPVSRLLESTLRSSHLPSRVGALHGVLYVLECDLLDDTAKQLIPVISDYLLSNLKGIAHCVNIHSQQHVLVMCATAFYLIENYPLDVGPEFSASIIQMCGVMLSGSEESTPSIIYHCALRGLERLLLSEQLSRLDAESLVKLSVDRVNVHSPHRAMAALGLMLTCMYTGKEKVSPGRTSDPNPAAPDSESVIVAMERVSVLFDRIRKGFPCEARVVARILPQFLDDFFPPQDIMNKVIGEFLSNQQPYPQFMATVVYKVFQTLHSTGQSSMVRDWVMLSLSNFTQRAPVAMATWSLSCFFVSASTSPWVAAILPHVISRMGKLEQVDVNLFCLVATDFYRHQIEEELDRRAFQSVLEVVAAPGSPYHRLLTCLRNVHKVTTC
Numbers without * were called inactive; i = inactive; . = not tested or not shown; & = joins results of further samples. No stated cut-off is given here; in the data, active means inhibition above about 50%; inactive means the rest.

SMILES | Pf apPOL inh | mHTT CaM bind
CNc1nccc(N2CCC(CC(=O)N3CCOCC3)CC2)n1 | -2 | 2
CSc1nc2ccccc2c(=O)n1C1CCCC1 | 2 | -66
Cc1ccc(CN2C(=O)c3ccccc3NC2c2ccc3c(c2)OCO3)cc1 (centres undefined) | -2 | -4
CCC(CC)C(=O)Nc1c2c(nn1-c1ccc(OC)cc1)CSC2 | -3 | 1
CCC1(C)OC(=O)N(CCNC(=O)c2ccnn2C)C1(C)O (centres undefined) | 0 | -2
CN(C)CCN1C(=O)C(O)=C(C(=O)c2ccco2)C1c1ccccc1F (centres undefined) | -8 | 0
COc1ccc(/C=C(\C#N)c2nc(-c3cccc([N+](=O)[O-])c3)cs2)cc1O | -1 | 26
CC(C)NC(=O)C1CCc2sc(C(=O)N3CCCC3)cc2C1 (centres undefined) | 0 | -5
COc1cccc(Oc2c(C)oc3cc(OC(=O)c4cc(OC)c(OC)c(OC)c4)ccc3c2=O)c1 | 0 | 3
COc1ccc(C2=N/C(=C\c3ccc(SC)cc3)C(=O)O2)cc1OC | -2 | 21
COc1ccc(C2CC(c3cccc(C)c3)n3nc(N)nc3N2)cc1 (centres undefined) | -1 | 0
COc1ccccc1C(=O)NC(Nc1ccc(Cl)cc1)C(Cl)(Cl)Cl (centres undefined) | -10 | -28
CCCCSc1nc2c(c(C(F)(F)F)c1C#N)CC(C)CC2 (centres undefined) | . | -88
CCOc1ccccc1N1CCN(C(=O)c2ccc3c(c2)OCO3)CC1 | 1 | -3
Cc1ccc(S(=O)(=O)N2CCOCC2)cc1C(=O)Nc1ccc(Cl)cn1 | -3 | 2
COc1ccc(NC(=O)c2[nH]ncc2[N+](=O)[O-])cc1 | -1 | 1
Cc1cc(OCc2nc(-c3nonc3N)no2)cc(C)c1Cl | -9 | -2
Clc1ccccc1-c1nc(-c2ccnc(N3CCOCC3)c2)no1 | 2 | -15
COc1cc([N+](=O)[O-])ccc1NC(=O)COc1ccccc1Cl | -11 | -1
Cc1ccc(C2=NC3(CCNCC3)NC(c3cc(Cl)ccc3O)C2)cc1C (centres undefined) | 0 | 10
CN(C)c1ccc(C=C2C(=O)OC(C)(C)OC2=O)o1 | 5 | 8
Cc1ccccc1NC(=O)c1cnn2c3c(cnc12)CCCCCC3 | -1 | 5
Cc1csc2nc(CSc3nc4ccc([N+](=O)[O-])cc4[nH]3)cn12 | 4 | 3
O=C1C(c2ccc(Cl)cc2)N(C2CCCC2)C(=O)CN1C1CCCCCC1 (centres undefined) | -12 | -11
CCN(CC)C(=O)C1CCCN(Cc2ccccc2OC)C1 (centres undefined) | -2 | -6
C[C@@H]1NC(=O)O[C@H]1c1ccco1 | -5 | -5
CSc1nc(Sc2ccccc2)c(C#N)c(Sc2ccccc2)n1 | -11 | .
COCc1cc(C)nc2sc(-c3nc4cc([N+](=O)[O-])c([N+](=O)[O-])cc4[nH]3)c(N)c12 | -1 | 28
Cc1[nH]n(-c2ccccc2)c(=O)c1N=Nc1c(C)n(C)n(-c2ccccc2)c1=O | -55 | .
COc1ccc(Cl)cc1-n1c(C)cc(C=O)c1C | -7 | 13
Cc1ccc(-n2c(=O)n(CC(=O)NC3CC3)c3cccnc32)cc1 | 0 | 0
Cc1cc(C)cc(-n2ccnc(NC(=O)c3ccccn3)c2=O)c1 | -16 | 74*
N/C(=N\OC(=O)c1ccc(F)cc1)c1ccncc1 | 0 | i
Cc1cc(C)c(CN2C(=O)C(=O)c3ccccc32)cc1CN1C(=O)C(=O)c2ccccc21 | -5 | 0
CN(CCNC(=O)c1cnn2c(C(F)(F)F)cc(-c3ccccc3)nc12)Cc1ccccc1 | -13 | 27
Cc1oc2cc(OCC(N)=O)ccc2c(=O)c1Oc1ccccc1Br | -2 | 12
CCOc1ccccc1N1CC(C(=O)Nc2c(CC)cccc2CC)CC1=O (centres undefined) | 4 | 2
Cc1ccc2nc(NC(=O)c3cc([N+](=O)[O-])ccc3Cl)sc2c1 | -3 | -2
Cc1ccc(CSC(=N)N)cc1 | -2 | .
COc1ccc(NC(=O)C2CCN(c3nccnc3Oc3cccc(C)c3)CC2)cc1F | -4 | -2
O=C(NCc1ccc(F)cc1)C1CCCN(c2nn3c(=O)c4c(nc3s2)CCCC4)C1 (centres undefined) | 3 | -4
CC(NC(=O)CN1N=C(c2ccc(Cl)cc2)CCC1=O)c1ccccc1 (centres undefined) | -25 | 29
COc1ccc(Nc2cc(C)nc(-c3ccccc3)n2)cc1 | -1 | 11
CCCC(=O)NCCc1c2n(c3ccc(OC)cc13)CCCc1ccccc1-2 | -1 | .
CNc1nccc(N2CCC(CC(=O)NCc3ccccc3C(F)(F)F)CC2)n1 | -7 | 0
COCCn1c(C2CCN(S(=O)(=O)c3cccc(Cl)c3)C2)nc2cccnc21 (centres undefined) | -4 | 4
CCc1nc(NCCN2CCOCC2)c(C#N)c2c1CCCC2 | -3 | 21
COc1ccc(NC(=O)C2(C)Oc3cccnc3N(C(C)C)C2=O)c(OC)c1 (centres undefined) | -3 | -5
NNC(=O)c1csc(-c2ccncc2)n1 | -4 | .
O=S(=O)(NCc1ccccc1)c1ccc(Br)cc1 | 9 | -22
COc1ccc(N2C(=O)C3C4c5ccccc5C(c5ccccc54)C3(C)C2=O)cc1 (centres undefined) | 3 | 5
CC(C)c1ccc(OCC(O)CNC2CCCC2)cc1 (centres undefined) | -2 | -6
COc1ccc(CN2CCCC2c2c(C)noc2C)cc1CN1CCOCC1 (centres undefined) | 3 | 7
COc1ccc(C2=C/C(=C\c3ccc([N+](=O)[O-])o3)C(=O)O2)cc1 | -2 | 13
O=C(Nc1ccccc1Cl)c1ccc2snnc2c1 | -100 | 5
Nc1n[nH]c(-c2ccc(F)cc2)n1 | -1 | 0
CC(C)CN1CCN(C(=O)C2CC(=O)N(CCc3ccccc3)C2)CC1 (centres undefined) | -3 | 10
O=C(NCc1ccc2c(c1)OCO2)C1CCCCC1 | -5 | 3
O=C(c1ccco1)N1CCN(C(=O)C2CC(c3ccc(F)cc3)=NO2)CC1 (centres undefined) | -1 | -7
C=CCc1cc(OC)ccc1OCCCCN1CCCC1 | -7 | -1

Continuation:
SMILES | Pf apPOL inh | mHTT CaM bind
Cc1cn2cc(-c3ccc([N+](=O)[O-])cc3)nc2s1 | 1 | 10
O=C(O)[C@H](CC(=O)N1C[C@H]2CCCC[C@H]2C1)Cc1ccccc1 | -1 | .
COc1ccccc1-n1cc(C(=O)NCC(=O)N2CCCC2)c2ccccc2c1=O | -3 | 0
Cc1ccc(C(=O)Cn2nnc3ccccc32)cc1[N+](=O)[O-] | -62&4 | 7&2
CCc1ccnc(NC(=O)Nc2ccc(OCc3ccccc3)cc2)c1 | -13 | .
CC(C)Oc1ccc(CC2CC(=O)NC2=O)cc1 (centres undefined) | -6 | -6
O=C(Nc1cccnc1)c1ccc(-c2ccc(Cl)cc2)o1 | -16 | 43
Cc1cc(Cl)ccc1N1CCN(C(=O)c2cccc(F)c2)C(C)C1=O (centres undefined) | -2 | 5
COCCNC(=O)c1c(NC(=O)c2ccccc2[N+](=O)[O-])sc2c1CCCC2 | 0 | 3
COc1ccc(CCNC(=O)C2=C(C)C(=O)OC23CCCCC3)c(OC)c1OC | 1 | -4
O=C(Nc1ccc(F)c(F)c1)NC1CCCCC1 | 1 | -14
c1csc(-c2noc(COc3ccc4c(c3)CCC4)n2)c1 | . | -31
Cc1ccc(CNC(=O)c2cnc3n(c2=O)CCS3)cc1 | -1 | 3
C=CCNC(=O)c1cc2c(=O)n3cccc(C)c3nc2n(CCOC)c1=N | -2 | 1
O=C(NC1CC1)c1ccc(OCC2CCCN(C(=O)c3ccccc3Cl)C2)cc1 (centres undefined) | 0 | -1
CN(C)C(CNC(=O)c1ccc(S(=O)(=O)N(C)C)cc1)c1cn(C)c2ccccc12 (centres undefined) | -3 | -18
Cc1ccc2nc(-c3ccccc3F)cc(C(N)=O)c2c1 | -2 | 6
CCOc1ccccc1OCC(=O)Nc1ccc(N2CCCCC2)cc1 | -9 | 11
Cc1nn(S(=O)(=O)c2cccc([N+](=O)[O-])c2)c(C)c1Br | 4 | 6
C=CCc1cccc(/C=C2/SC(=O)NC2=O)c1O | 0 | 9
CC(=O)c1ccc(NS(=O)(=O)c2cccc(S(=O)(=O)c3ccc(Cl)cc3)c2)cc1 | 6 | 6
CCOc1cc(C(=O)Nc2ccc3c(c2)C(=O)N(C)C3=O)cc(OCC)c1OCC | 0 | 1
O=C1NC(=Nc2ccccc2Cl)S/C1=C/c1ccc(F)cc1 | -4 | 76*
CCCC1C(C#N)=C(N)SC(N)=C1C#N | -6 | 4
CCCCCCN1C[C@H](O)[C@@H](n2cc(C3CC3)nn2)C[C@@H]1c1ccccc1 | -6 | 16
O=C1CCCC2=C1C(c1ccc(OCc3ccccc3F)c(Cl)c1)C1=C(CCCC1=O)N2 | -4 | -6
Clc1ccccc1-c1nn2cnnc2s1 | -6 | 1
COc1ccc(C=Nc2nc3ccccc3[nH]2)cc1 | -11 | .
Cc1ccccc1C(=O)N1CC=C(C(=O)N2CCCC2)CC1 | -2 | 7
Nc1nonc1-c1noc(COc2ccc(F)cc2)n1 | -9 | -2
Cc1ccc(NC(=O)c2cc(Cl)c(Cl)cc2C(=O)O)cc1C | -3 | 1
O=C(NCc1ccc(Cl)cc1)C1CCN(C(=O)c2ccc(F)cc2)CC1 | -7 | 0
Cc1cccc[n+]1CC(=O)c1ccc2c(c1)OCCO2 | 0 | 3
COc1ccc(OC)c(Nc2nc(-c3sc(N)nc3C)cs2)c1 | -11 | 81*
CC(C)c1cc(C2CCCN2Cc2ccccc2O)on1 (centres undefined) | -2 | -21
CCCC1(CO)CCCN1C(=O)c1ccc2cc[nH]c2c1 (centres undefined) | 25 | 55*
COc1cc(OC)cc(C(=O)NCCC2=CCCCC2)c1 | 10 | -7
O=C1C(=O)N(CSc2nnc(-c3ccco3)o2)c2ccccc21 | -5 | -7
CCCOc1ccc(Cc2nn[nH]n2)cc1 | 0 | -7
CCC(=O)NCCc1csc(C2CCCN(C(=O)CC(C)C)C2)n1 (centres undefined) | -4 | -12

3 compounds picked at random from those above, as already listed:
SMILES | Pf apPOL inh | mHTT CaM bind
CC(C)c1cc(C2CCCN2Cc2ccccc2O)on1 (centres undefined) | -2 | -21
O=C1C(=O)N(CSc2nnc(-c3ccco3)o2)c2ccccc21 | -5 | -7
Cc1cccc[n+]1CC(=O)c1ccc2c(c1)OCCO2 | 0 | 3

3 entries already listed, arranged by heavy-atom count, rising:
SMILES | Pf apPOL inh | mHTT CaM bind
CCCC1(CO)CCCN1C(=O)c1ccc2cc[nH]c2c1 (centres undefined) | 25 | 55*
Cc1ccc(NC(=O)c2cc(Cl)c(Cl)cc2C(=O)O)cc1C | -3 | 1
O=C1C(=O)N(CSc2nnc(-c3ccco3)o2)c2ccccc21 | -5 | -7

Going on with the list.
SMILES | Pf apPOL inh | mHTT CaM bind
O=c1c2ccccc2cnn1Cc1ccon1 | . | -5
O=C(NCc1cccnc1-c1ccc(F)cc1)c1ccc(Cl)s1 | -2 | -8
O=C(c1cnn(-c2ccccc2)n1)N1CCCC(COCc2ccccc2)C1 (centres undefined) | -7 | 0
Oc1c(I)cc(I)cc1C=Nc1ccccc1 | -1 | 8
Oc1ccc(C2N(Cc3ccccc3)CCN2Cc2ccccc2)cc1 | -2 | 2
C(=N\N1CCN(C2c3ccccc3-c3ccccc32)CC1)/c1ccccn1 | . | i
O=C(NCc1ccco1)C1CCN(c2nnc(-c3ccccc3)o2)CC1 | -3 | 18
CCN1CCN(Cc2c(O)ccc3c(=O)c(-c4ccccc4OC)c(C(F)(F)F)oc23)CC1 | 0 | 4
CCNC(=O)c1cc(N2CCCC2)nc2ccc(F)cc12 | 1 | -5
Cc1cc(-c2nnc(NC(=O)c3cnn(-c4ccccc4)c3C)o2)c(C)o1 | -11 | 44
Cc1c(C2=N/C(=C/c3cccc(Br)c3)C(=O)O2)cccc1[N+](=O)[O-] | -3 | -4
CCCN1C(=O)COc2ccc(-c3noc(-c4ccc(C)cc4)n3)cc21 | 1 | -3
Cc1noc(CNC(=O)c2ccc3ccccc3n2)n1 | -4 | -23
NNc1ncnc2sc3c(c12)CCCC3 | -5 | 100*
CCn1c(C(=O)NC2CC2)cc2occc21 | -8 | 2
C=C(C)CSc1nc2c(cc1C#N)CCC2 | . | -52
CC12CCC(C(=O)N3CCCCCC3)(CC1=O)C2(C)C (centres undefined) | -2 | -5
CCCc1c(C(=O)N2CCOCC2)cnn1-c1ccccc1C | -4 | 12
Cc1ccc(-c2cc(C(=O)N3CCCC(C(=O)N4CCC(C)CC4)C3)no2)cc1 (centres undefined) | -1 | 25
CCCNC(=O)C1CCCN(c2nnc3cccc(C)n23)C1 (centres undefined) | -4 | 2
CC(=O)NS(=O)(=O)c1ccc(NC(=O)C(Sc2ccccc2)c2ccccc2)cc1 (centres undefined) | 10 | -6
COc1ccccc1/C=c1\sc2nc(-c3ccc(C)cc3)nn2c1=O | 7 | 8

Some of the entries above, set out differently:
C=C(C)CSc1nc2c(cc1C#N)CCC2
- Pf apPOL inh = .
- mHTT CaM bind = -52
COc1ccccc1/C=c1\sc2nc(-c3ccc(C)cc3)nn2c1=O
- Pf apPOL inh = 7
- mHTT CaM bind = 8
Cc1c(C2=N/C(=C/c3cccc(Br)c3)C(=O)O2)cccc1[N+](=O)[O-]
- Pf apPOL inh = -3
- mHTT CaM bind = -4
O=C(NCc1cccnc1-c1ccc(F)cc1)c1ccc(Cl)s1
- Pf apPOL inh = -2
- mHTT CaM bind = -8
